CCHF vOTU inh: blocks the CCHF virus ovarian tumor domain protease; CCHFV vOTU protease, Pep-AMC fluorescence; AID 651958; inhibition, % at 11.5 µM; 0.55% of 370,000 active; also: 0% = vehicle wells with enzyme and 100% = no enzyme wells
Mtb BioA inh: blocks M. tuberculosis BioA enzyme activity. AID 602481. purified M. tuberculosis BioA enzyme, plate reader. 0.096% of 360,000 active. inhibition, % at 9.99 µM; in the data active = inhibition above about 40%; inconclusive = no clear call, values can overlap the other calls
FBA Mtb inh: inhibits M. tuberculosis FBA enzyme. P9WQA3. purified M. tuberculosis FBA, fluorescence read-out. inhibition, % at 1 µM. 2.3% of 360,000 active. AID 588726; in the data active = inhibition above about 27%;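 also: 0% = vehicle and 100% = reference inhibitor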
Target sequence (P9WQA3 whole entry, looked up): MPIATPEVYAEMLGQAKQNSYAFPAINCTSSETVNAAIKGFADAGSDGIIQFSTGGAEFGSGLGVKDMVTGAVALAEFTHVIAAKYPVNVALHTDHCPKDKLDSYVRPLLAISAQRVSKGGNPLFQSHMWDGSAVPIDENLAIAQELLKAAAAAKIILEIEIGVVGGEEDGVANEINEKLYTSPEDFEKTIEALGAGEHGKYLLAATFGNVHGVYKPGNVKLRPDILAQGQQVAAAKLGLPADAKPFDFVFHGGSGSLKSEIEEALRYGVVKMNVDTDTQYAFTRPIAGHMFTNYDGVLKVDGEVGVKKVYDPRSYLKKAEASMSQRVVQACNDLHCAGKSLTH
Mtb UGM inh: Mtb UDP-galactopyranose mutase inhibition. P9WIQ1. purified UGM, fluorescence polarization probe displacement. inhibition, % at 10 µM. 0.06% of 320,000 active; in the data active = inhibition above about 10%, passing the limit was not always enough; inconclusive = no clear call, values can overlap the other calls
Target sequence (P9WIQ1 whole entry, looked up): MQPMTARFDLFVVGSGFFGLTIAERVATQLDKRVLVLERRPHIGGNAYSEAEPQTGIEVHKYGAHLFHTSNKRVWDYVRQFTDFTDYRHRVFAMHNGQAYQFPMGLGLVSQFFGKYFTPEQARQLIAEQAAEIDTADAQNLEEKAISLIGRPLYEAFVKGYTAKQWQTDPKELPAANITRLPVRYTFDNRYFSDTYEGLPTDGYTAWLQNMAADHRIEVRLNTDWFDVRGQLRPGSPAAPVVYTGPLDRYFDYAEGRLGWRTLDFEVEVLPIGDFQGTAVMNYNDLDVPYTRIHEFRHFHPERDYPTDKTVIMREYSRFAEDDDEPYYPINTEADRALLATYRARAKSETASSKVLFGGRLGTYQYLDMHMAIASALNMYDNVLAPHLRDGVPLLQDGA
BoNT-A LC inh2: inhibitors of Botulinum neurotoxin A light chain protease | 0.17% of 360,000 active | multiplex microsphere protease substrate cleavage, flow cytometry | inhibition, % at 10 µM; in the data active = inhibition above about 30%; inconclusive = no clear call, values can overlap the other calls; also: plate controls were buffer without enzyme for full effect and enzyme alone for no effect
PrPC surface inh: reduces human prion protein on the cell surface | P04156 | cell surface PrPC, TR-FRET read-out | inhibition, % at 13.8 µM | 0.43% of 370,000 active | AID 720596; in the data active = inhibition above about 24%; also: 0% = median of the test wells and 100% = reference compound wells
FadD28 FP inh: M. tuberculosis FadD28 bisubstrate binding inhibition | FadD28 bisubstrate probe binding, fluorescence polarization | inhibition, % at 12.5 µM | 0.22% of 360,000 active | AID 588549; in the data active = inhibition above about 8.5%, passing the limit was not always enough; inconclusive = no clear call, values can overlap the other calls
GDH-TPI counter: GDH-TPI coupled enzyme inhibition counter-screen | GDH-TPI coupled enzyme counterscreen, NADH absorbance | inhibition, % at 4.8 µM | 1.2% of 360,000 active | AID 588335;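 also: 0% = DMSO wells and 100% = wells lacking the enzyme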
BoNT-F LC inh: blocks Botulinum neurotoxin F light chain protease; Multiplex microsphere protease cleavage assay, flow cytometry; inhibition, % at 10 µM; 0.22% of 360,000 active; in the data active = inhibition above about 35%, passing the limit was not always enough; inconclusive = no clear call, values can overlap the other calls; also: plate controls were buffer without enzyme for full effect and enzyme alone for no effect
* = called active by the depositor; ? = inconclusive; . = no result given. Rule as the data show it, unless noted: active = inhibition above about 30%; inactive = the rest.

canonical_smiles	CCHF vOTU inh	Mtb BioA inh	FBA Mtb inh	Mtb UGM inh	BoNT-A LC inh2	PrPC surface inh	FadD28 FP inh	GDH-TPI counter	BoNT-F LC inh
COc1ccc(C(=O)NCc2ccc3c(c2)OCO3)cc1S(=O)(=O)N1CCCC1	8	-5.9	0	.	1.8	0	1.5	3	-1
O=S(=O)(c1cc(Cl)cc(Cl)c1)N1Cc2cc(-c3cccc(F)c3)ccc2-n2nncc2C1	-3	-3.3	-1	.	-0.2	-1	-4.4	.	0
CCOc1ccc(-n2nc3c(=O)[nH]nc(C)c3c2C)cc1	-4	.	15	-0.6	-1.2	2	-4.2	0	-11
c1ccc2sc(N3CCNCC3)nc2c1	-8	-2.1	2	-2.8	-1.0	-10	-1.5	-4	-5
Cc1ccc(C(=O)Nc2ccc(S(=O)(=O)N3CCN(C)CC3)cc2)cc1	1	-0.4	2	0.2	0.5	1	-1.3	0	-8
CC(C)(C)NS(=O)(=O)c1ccc(OCC(=O)N2CCN(Cc3ccccc3)CC2)cc1	17	.	3	1.6	-0.7	14	-0.1	1	-3
COC(=O)CSc1nc2cc3c(cc2cc1C)OCO3	2	0.6	-1	-3.5	0.6	-10	-3.8	5	-2
C[C@H]1CCC[C@]2(O[C@H](CCO)C[C@H](O)[C@H]2O)O1	9	-0.6	0	-2.1	0.2	-1	-1.6	3	-9
CN(CC(=O)NCC(=O)Nc1ccc(F)cc1)CC(=O)Nc1ccc(Cl)c(C(F)(F)F)c1	-8	2.7	-1	.	1.0	4	-9.6	1	4
C#CCOCCOCCOCCNc1nc(N2CCN(C(=O)[C@H]([C@@H](C)CC)n3cc(CCCN=C(N)N)nn3)CC2)nc(N2CCN(C(=O)[C@H](CCCCN)n3cc(CCC(=O)O)nn3)CC2)n1	-1	-5.6	4	3.3	-0.6	7	-0.1	1	1
CS(=O)(=O)Nc1cccc(C(=O)CC2(O)C(=O)Nc3ccccc32)c1 (configuration not stated)	-2	0.4	2	-3.0	0.9	-13	-3.0	-6	9
COC(=O)C1(C(=O)OC)C2C(=O)C3C(C21)C3(C(=O)OC(C)(C)C)C(=O)OC(C)(C)C (configuration not stated)	8	-0.5	3	.	-0.3	-6	1.7	18	-1
COc1ccc(C(CNC(=O)c2ccc(-n3cnnn3)cc2)N2CCOCC2)cc1 (configuration not stated)	5	-0.2	43*	2.8	-0.9	-1	-1.8	5	-14
COc1cc2cc(CN(CCCN3CCOCC3)C(=O)Nc3ccccc3F)c(=O)[nH]c2cc1OC	-15	.	21	1.3	0.0	7	-0.9	10	-4
CCC(C)(C)NC(=O)COc1ccc(C(=O)c2ccccc2)cc1	12	.	-9	3.3	0.3	-9	-2.9	-5	-1
COc1ccccc1NC(=O)Cc1noc(CSc2nnc(C(F)(F)F)n2C)n1	-5	.	2	1.3	0.4	-1	-0.7	0	-5
Cc1cc(Cl)ccc1OC(C)C(=O)NN1C(=O)c2ccccc2C1=O (configuration not stated)	-2	0.3	0	1.0	-1.9	-8	-2.8	6	-3
CCOC(=O)COc1ccccc1/C=N/Nc1nnc2c3ccccc3n(C)c2n1	-1	-2.3	0	2.7	-0.3	-4	-2.4	22	-1
CCOC(=O)C1=C(C)N=C2c3ccccc3C(=O)C2C1c1ccccc1 (configuration not stated)	5	-3.9	2	1.4	-1.1	-5	0.7	4	2
S=C(NCc1ccccc1)NCc1ccccc1Cl	1	0.0	4	0.8	3.4	7	-1.4	2	-2
Cc1ccc(-c2cc(C(=O)Nc3cccc(S(=O)(=O)N(C)C)c3)c3ccccc3n2)o1	6	-0.2	4	2.0	-0.2	0	-2.5	1	-17
CCC1COCCS(=O)(=O)N1Cc1cccc(Cl)c1 (configuration not stated)	3	-2.7	-2	-0.9	0.1	-3	-12	-1	8
Nc1nc(N2CCOCC2)n[nH]1	5	.	3	.	-1.5	-4	-1.5	1	-9
COc1ccc2nc(N)sc2c1	-2	1.9	4	-2.3	0.7	-3	-0.4	2	5
O=C(NCc1ccncc1)C(=O)N/N=C/c1ccc(OCc2ccccc2)cc1	4	.	0	0.8	-0.9	-7	-2.3	8	-3
Nc1ccccc1SC(CC(=O)c1ccccc1)c1ccc([N+](=O)[O-])cc1 (configuration not stated)	13	0.4	1	.	0.0	-7	-1.9	15	-10
COc1ccc(C2=CC(=O)C[C@H](c3ccc4c(c3)OCO4)C2)cn1	4	-0.1	2	-3.1	0.2	-2	-4.5	17	5
CCCS(=O)(=O)c1cnc(C2COc3ccccc3O2)nc1N (configuration not stated)	-8	-0.3	-2	1.2	-1.6	-3	0.4	5	-2
Brc1ccc(-c2nnc3sc(CN4CCN(c5ccccc5)CC4)cn23)cc1	.	-0.4	1	-1.7	-0.4	.	-1.2	-1	-9
O=C(O)c1cn(C2CCCCC2)c2ccccc2c1=O	-8	-0.6	-1	4.8	-1.4	8	-1.7	16	?
CCOc1ccccc1NC(=S)N(CCC(C)C)C1CCN(C(C)=O)CC1	1	2.5	5	-2.7	-2.7	5	-1.9	14	-11
CC(C)(C)OC(=O)NCCCCCNC(=O)c1nc[nH]c1C(=O)NCCCCCNC(=O)OC(C)(C)C	26	0.3	0	-2.0	0.1	6	-0.1	5	-2
Cc1cc(C)cc(C(=O)NCC(=O)OCC(=O)NC2CC2)c1	5	0.1	-1	-3.6	0.3	1	-3.2	-4	0
COc1ccc(NC(=O)CSc2nnc(-c3ccoc3C)n2CCc2ccccc2)cc1	13	1.3	-3	-1.0	1.2	16	-6.4	-3	?
CCOC(=O)C1=C(C)OC(N)=C(C#N)C1c1ccc(OC)c(C)c1OC (configuration not stated)	1	1.2	-2	4.7	?	-1	-2.5	-1	-2
CCCCNC(=O)[C@H]1C[C@H]1[C@@H](O)[C@H](CO)NC(=O)[C@H](CC(C)C)NC(=O)OC(C)(C)C	.	1.0	-1	2.4	0.5	.	-1.2	1	-3
COc1ccc(OC)c(-c2csc(NC(=O)CSc3nnnn3C)n2)c1	0	.	-2	-0.7	-0.5	5	-2.3	-4	-8
CCc1ccc(C(=O)Nc2cccc(-c3nn[nH]n3)c2)s1	4	0.9	-3	2.5	-0.4	6	-9.0	4	-9
COc1ccc(NS(=O)(=O)c2ccc(Cl)c(NC(=O)c3cccnc3Cl)c2)cc1	29	-1.1	0	1.1	-1.0	10	-5.2	0	-4
COC(=O)CSCC(=O)Nc1nnc(-c2cccc(C)c2)s1	-4	.	-1	-1.2	-0.7	-8	0.9	7	-1
O=C(Cn1cnc2ccccc21)Nc1cccc([N+](=O)[O-])c1	8	.	-1	-1.1	-0.2	-11	-1.7	3	-4
CCCc1ccc(Oc2coc3cc(OCC(=O)Nc4ccccc4C)ccc3c2=O)cc1	-16	-5.9	2	-0.7	1.2	4	0.7	7	3
Cc1ccccc1OCC(=O)Nc1nc(C)c(C(=O)N(C)C)s1	4	.	1	1.6	0.5	-3	-4.0	-4	3
Cc1ccc(N(Cc2ccco2)C(=O)c2ccc(N3CCCCC3)c([N+](=O)[O-])c2)cc1	1	1.0	-2	-2.3	-0.6	-3	-2.4	12	-2
CC(C)c1ccc(CSc2ccc(S(=O)(=O)N3CCOCC3)cn2)cc1	5	-0.8	2	5.9	1.8	9	-0.4	-5	10
O=C(CN1CCN(c2ccccc2F)CC1)N1CCc2ccccc21	2	0.1	-9	-0.7	-1.7	-4	-4.1	-9	-4
O=C1NC[C@H](Cc2ccccc2)N(C[C@@H]2CCCN2C[C@H](Cc2ccccc2)N2C[C@H](Cc3ccc(O)cc3)N(CCc3ccccc3)C(=O)C2=O)C1=O	7	.	.	.	-0.7	16	.	.	-1
CCOc1cc(-c2cc(-c3ccc(C)cc3)nc(N)c2C#N)ccc1O	10	0.4	3	0.7	0.1	3	-4.6	17	-2
C/C(=N\NC(=O)c1ccc(CSc2nc(C)cc(C)n2)cc1)C1CCCCC1	-4	.	-5	-1.0	-1.5	3	-3.9	-4	-17
COc1ccc(CNC(=O)CCN2C(=O)[C@@H]3Cc4ccccc4CN3C2=O)cc1	-10	-1.2	-1	-1.5	0.1	-5	0.3	3	1

Remaining list, next part:
canonical_smiles	CCHF vOTU inh	Mtb BioA inh	FBA Mtb inh	Mtb UGM inh	BoNT-A LC inh2	PrPC surface inh	FadD28 FP inh	GDH-TPI counter	BoNT-F LC inh
CCN(CC)NC(=O)Nc1ccccc1	-6	-0.8	-1	-2.3	0.3	-2	-3.5	-1	3
O=C(O)c1cccc(NS(=O)(=O)c2ccc(C3CCCCC3)cc2)c1	.	0.3	4	-2.3	0.1	.	-1.0	3	-2
Cc1cccc2cc(C#N)c(SCC(=O)NNC(=O)Cc3ccccc3)nc12	-8	-0.1	7	1.0	-0.3	2	1.2	7	-4
COc1ccc(CN(C(=O)/C=C/c2ccco2)C2CCS(=O)(=O)C2)cc1 (configuration not stated)	-9	.	2	-2.7	-0.3	-3	-2.5	10	-3
CCCN(CCC)CCNc1c(N2CCN(C(=O)OCC)CC2)c(=O)c1=O	.	-0.2	0	-1.3	-0.2	.	-0.6	3	-9
O=C1Nc2cc(S(=O)(=O)N3CCCC3)ccc2N2CCCC12 (configuration not stated)	3	-2.5	2	1.1	0.3	9	6.6	-4	9
O=C(Nc1ccc(N2CCOCC2)c(Cl)c1)c1ccc(-n2cnnc2)cc1Cl	-3	1.5	6	0.9	-0.9	-4	0.3	7	0
O=S(=O)(Nc1cc(S(=O)(=O)N2CCOCC2)ccc1O)c1ccc2c(c1)OCCCO2	4	-4.2	3	4.6	4.0	-3	1.1	-6	5
O=C(COC(=O)C1CC1)Nc1ccc2[nH]c(=O)[nH]c2c1	0	.	3	-4.0	0.0	-1	-2.8	4	-3
O=C(O)C(Cc1cc2ccccc2[nH]1)N1C(=O)C2CC=C(Cl)CC2C1=O (configuration not stated)	-1	-0.7	0	-0.1	0.0	-7	-2.4	-3	?

Three structures already listed, sorted by formula weight, low to high:
canonical_smiles	CCHF vOTU inh	Mtb BioA inh	FBA Mtb inh	Mtb UGM inh	BoNT-A LC inh2	PrPC surface inh	FadD28 FP inh	GDH-TPI counter	BoNT-F LC inh
O=C(O)c1cccc(NS(=O)(=O)c2ccc(C3CCCCC3)cc2)c1	.	0.3	4	-2.3	0.1	.	-1.0	3	-2
COc1ccc(CN(C(=O)/C=C/c2ccco2)C2CCS(=O)(=O)C2)cc1 (configuration not stated)	-9	.	2	-2.7	-0.3	-3	-2.5	10	-3
CCCN(CCC)CCNc1c(N2CCN(C(=O)OCC)CC2)c(=O)c1=O	.	-0.2	0	-1.3	-0.2	.	-0.6	3	-9

(list continues)
canonical_smiles	CCHF vOTU inh	Mtb BioA inh	FBA Mtb inh	Mtb UGM inh	BoNT-A LC inh2	PrPC surface inh	FadD28 FP inh	GDH-TPI counter	BoNT-F LC inh
C#CCn1cnc2c(cnn2-c2ccc(C)c(C)c2)c1=O	2	0.2	2	-1.4	-0.1	-1	-1.9	0	-12
CNc1oc(-c2ccc(OCc3ccccc3)cc2)nc1C#N	-1	.	74*	1.0	-0.1	4	-2.0	6	-3
O=C1[C@H](Oc2ccccc2)[C@@H](c2ccncc2)N1c1ccncc1	4	-0.2	-2	.	0.4	-7	-3.0	12	-2
CCOC(=O)C1CCCN(C(=O)c2ccc3c(c2)NC(=O)C(N2CCOCC2)S3)C1 (configuration not stated)	-6	-0.5	0	-2.5	-1.0	0	-0.6	17	0
Cc1ccc([N+](=O)[O-])cc1NC(=O)Cc1cccs1	5	.	-2	-2.4	0.0	-17	-4.2	12	6
CC(C)Oc1cc(F)ccc1-c1cc(C(=O)Nc2ccc(F)cc2)[nH]n1	11	-1.5	5	.	0.5	-1	0.4	3	7
COc1ccc(-n2c(SCC(N)=O)nnc2-c2ccco2)cc1	-8	9.8	-2	-1.1	-2.9	-1	-3.0	4	?
CCNS(=O)(=O)c1ccc(CCC(=O)NCc2ccccn2)cc1	-14	0.3	1	1.7	-9.5	1	-1.9	-7	?
Cc1cc(C)cc(NS(=O)(=O)c2c(C(=O)N3CCOCC3)c(C)n(C)c2C)c1	-11	5.6	-1	-0.3	-0.5	7	-0.6	6	1
CCOc1ccc(N2CC(C(=O)N3CC(C)OC(C)C3)CC2=O)cc1 (configuration not stated)	-2	0.1	6	-0.9	-1.5	2	-2.3	0	14
Cc1noc(C)c1S(=O)(=O)N1CCCC(C(=O)c2cccc(OC(C)C)c2)C1 (configuration not stated)	-5	.	-3	-0.5	0.3	2	-4.3	3	-2
COc1ccc(NC(=O)COC(=O)c2cc(OC)c(OC)cc2NC(=O)c2ccco2)cc1OC	-1	0.1	5	0.6	-0.4	0	-1.0	-1	-2
